LEDGF integ inh = blockers of LEDGF/p75-dependent integrase strand transfer – biochemical, TR-FRET, high throughput, primary screen; HIV-1 integrase (with human LEDGF/p75); TR-FRET IN-LEDGF/p75 DNA integration, Eu/Cy5; inhibition, % at 3.7 µM; 370,000 tested, 0.64% active; AID 743269, 2014;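 active = inhibition above the screen-wide mean plus 3 SD, cut at about 13% in these data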;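 note: signal is the Cy5 over europium emission ratio at 671 and 618 nm; 0% = plate median of compound wells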
PRMT1 inh = PRMT1 methyltransferase inhibitors, primary screen, biochemical, fluorescence polarization | Protein arginine N-methyltransferase 1 (Homo sapiens), Q99873 | recombinant PRMT1, activity-based probe fluorescence polarization | inhibition, % at 2.79 µM | 370,000 tested, 1.3% active | AID 652257, 2013;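 active = inhibition above about 21% made by adding two undisclosed values, limit read from the data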
NPR2 activator = human GC-B receptor activators, primary screen, HEK293 GC-B cells, cGMP TR-FRET, EC30 CNP. 0% at EC30 CNP, 100% saturating CNP. activation, % at 10 µM. 370,000 tested, 0.11% active. AID 1920062, 2024;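 active = activation at 10 µM reaching about 35% in either raw or pattern-adjusted values, limit read from the data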
TDP2 inh = human TDP2 enzyme inhibitors, primary screen, biochemical, epi absorbance, recombinant enzyme; Tyrosyl-DNA phosphodiesterase 2 (Homo sapiens), O95551; T5PNP hydrolysis, p-nitrophenol absorbance 415 nm; inhibition, % at 12.8 µM; 370,000 tested, 0.34% active;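 active = inhibition above the mean of all tested compounds plus 3 SD, set per campaign, cut at about 25% in these data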;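 note: 0% = DMSO with enzyme and 100% = buffer with substrate but no TDP2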
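Test system: Human TDP2 enzyme | Reagent: 5 mM T5PNP | Compound dosing: 12.8 µM single point, 1% DMSO | Incubation: Enzyme reaction with compound for 2 h at 37 °C | Technique: p-Nitrophenol epi absorbance | Read-out: % inhibition relative to enzyme-containing and enzyme-free wells | Benchmarks: High control without enzyme, low control DMSO plus TDP2 | Replicates: Singlicate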
MBD2 DNA inh = inhibitors of MBD2 binding to methylated DNA, primary screen, biochemical, TR-FRET, DNA-binding domain, human; MBD2 binding to methylated oligonucleotide; inhibition, % at 4.4 µM; 370,000 tested, 0.31% active; in the data active = inhibition above about 13%
Target sequence (Q9UBB5 whole entry, looked up, the tested form may be a part): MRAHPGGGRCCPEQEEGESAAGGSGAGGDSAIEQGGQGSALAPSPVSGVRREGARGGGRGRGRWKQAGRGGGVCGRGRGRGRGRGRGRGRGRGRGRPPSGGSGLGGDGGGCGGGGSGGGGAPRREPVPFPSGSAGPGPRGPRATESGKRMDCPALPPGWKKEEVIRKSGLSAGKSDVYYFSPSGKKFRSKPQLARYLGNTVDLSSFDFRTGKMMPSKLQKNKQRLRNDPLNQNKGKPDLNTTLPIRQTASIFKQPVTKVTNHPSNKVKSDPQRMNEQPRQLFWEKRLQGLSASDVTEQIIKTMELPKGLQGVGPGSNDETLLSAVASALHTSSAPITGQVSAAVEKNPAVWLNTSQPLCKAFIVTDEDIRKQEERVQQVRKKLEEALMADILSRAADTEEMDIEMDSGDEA
HTRA1 inh = HTRA1 serine protease inhibitors, primary screen, biochemical, fluorescence polarization, HTS | Q92743 | recombinant HTRA1, FP-rhodamine activity-based probe | inhibition, % at 5.96 µM | 340,000 tested, 0.5% active | AID 504803, 2011; in the data active = inhibition above about 36%;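 note: 0% = enzyme with DMSO and 100% = wells lacking enzyme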
SIAE inh = human SIAE inhibitors, primary screen, biochemical, fluorescence polarization, FP-Rh probe, 1536-well HTS; Sialate O-acetylesterase (Homo sapiens), Q9HAT2; SIAE FP-Rh probe binding; inhibition, % at 9.66 µM; 370,000 tested, 0.69% active; AID 1053197, 2014;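 active = inhibition above a cutoff: mean of compounds within the control limits plus 3 SD of those, cut at about 17% in these data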;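 note: 0% = plate median of compound wells and 100% = probe without SIAE protein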
rCAG binder = binders of r(CAG) RNA repeats, primary screen, biochemical, fluorescence. inhibition, % at 3 µM. 370,000 tested, 1.3% active. AID 651821, 2012. r(CAG) RNA repeat, TO-PRO-1 dye displacement fluorescence;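 active = inhibition above the plate cutoff, the mean of all test compounds on that plate plus 3 SD, cut at about 35% in these data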;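 note: 0% = DMSO alone and 100% = 100 µM mitoxantrone as full dye displacement; higher means more dye released from RNA so lower well fluorescence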
ABHD4 inh = ABHD4 inhibitors, primary screen, biochemical, fluorescence polarization, mouse; (Lyso)-N-acylphosphatidylethanolamine lipase (Mus musculus), Q8VD66; purified mABHD4, FP-Rh probe fluorescence polarization; inhibition, % at 8.92 µM; 370,000 tested, 0.54% active;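 active = inhibition exceeding the mean over every tested compound plus 3 SD, cut at about 30% in these data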;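 note: 0% = plate median of compound wells and 100% = S159A mutant with DMSO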
Target sequence (Q8VD66 whole entry, looked up): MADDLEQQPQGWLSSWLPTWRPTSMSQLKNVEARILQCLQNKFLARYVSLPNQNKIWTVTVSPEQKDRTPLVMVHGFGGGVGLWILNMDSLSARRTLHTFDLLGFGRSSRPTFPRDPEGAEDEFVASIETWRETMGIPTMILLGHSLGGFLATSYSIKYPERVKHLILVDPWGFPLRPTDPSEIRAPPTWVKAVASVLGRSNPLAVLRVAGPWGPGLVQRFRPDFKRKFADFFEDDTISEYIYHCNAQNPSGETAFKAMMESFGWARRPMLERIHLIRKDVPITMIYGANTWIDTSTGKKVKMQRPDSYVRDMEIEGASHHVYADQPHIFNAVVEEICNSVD
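Test system: mABHD4 protein | Buffer or medium: HEPES pH 7.0 buffer, 150 mM NaCl, 0.01% Pluronic F-127 | Probe or stimulus: FP-Rh fluorescent activity-based probe, added after compound pre-incubation | Timing: Pre-incubation 45 min, probe exposure 60 min, at 25 °C | Technique: Fluorescence polarization, excitation 525 nm, emission 598 nm, BODIPY TMR filters | Repeats: Single well per compound (singlicate)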
TCR CD3 inh = inhibitors of human TCR-CD3 interaction, primary screen, biochemical, fluorescence, TAMRA-labeled TCR probe; T-cell receptor (TCR); inhibition, % at 9.4 µM; 360,000 tested, 0.37% active; AID 651800, 2012; in the data active = inhibition above about 19%;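 note: recombinant mutant TCR 2C K166C tagged with TAMRA read by polarization; 0% = receptor in buffer alone and 100% = receptor with positive control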
Numbers without * were called inactive; · = not tested or not shown. This is a subset (hit frequency here may not be typical).

SMILES	LEDGF integ inh	PRMT1 inh	NPR2 activator	TDP2 inh	MBD2 DNA inh	HTRA1 inh	SIAE inh	rCAG binder	ABHD4 inh	TCR CD3 inh
O=C(c1cn(Cc2ccccc2)c2ccccc12)N1CCCCC1	1	2	-4	-5	1	-5	3	-4	-10	2
c1ccc2c(N3CCNCC3)nsc2c1	2	-4	4	-7	-5	12	1	1	-1	12
CCN[C@@H](C)Cc1cccc(C(F)(F)F)c1	1	0	-1	5	2	2	19*	0	5	4
CCCCn1c(NC(=O)c2ccc(Br)o2)c(C(=O)OCC)c2nc3ccccc3nc21	17*	8	6	65*	-4	14	-3	28	-1	5
O=C1NCN(c2ccccc2)C12CCN(C(c1ccnc3ccccc13)c1nnnn1-c1ccc3c(c1)OCCO3)CC2 (stereo not drawn)	2	-2	2	4	1	·	1	8	5	0
N#Cc1ccccc1Cn1cc(C(=O)c2ccccc2F)c2ccccc21	5	3	3	-6	6	-57	-8	4	-18	1
O=C(COc1ccccc1)N1CCN(C2CC3CCC2C3)CC1 (stereo not drawn)	3	2	-2	-9	-3	3	4	-2	-2	-4
CCCCn1c(O)c(C(CC)=NCc2cc(OC)cc(OC)c2)c(=O)[nH]c1=O	1	1	3	-4	-6	-4	-4	-5	-1	6
CSc1nc(NC(C)C)nc(NC(C)C)n1	-3	4	2	-1	6	-2	-2	0	-14	-4
COC(=O)[C@@H]1[C@@H](C(=O)OC)C2(c3ccccc3-c3ccccc32)N(c2ccc(Cl)cc2)N1C#N	-3	6	-29	0	1	-43	-2	2	-5	-2
Cc1ccc(OP2(=O)Nc3cc(C)c(C)cc3S2)cc1 (stereo not drawn)	-5	67*	10	4	3	13	15	8	8	3
CN1C(=O)NC(=O)/C(=C/c2ccc([N+](=O)[O-])o2)C1=O	37*	24*	4	9	12	·	4	21	-5	20*
CC(C)CC(NC(=O)C1CCCCC1)C(=O)N1CCC2(CC1)OCCO2 (stereo not drawn)	0	5	6	9	0	-1	8	-5	-1	5
O=C(CCC(=O)N1C[C@H]2C[C@@H](C1)c1cccc(=O)n1C2)NCc1ccc(F)cc1	-1	-5	-6	4	0	4	8	0	0	2
CCOC(=O)C12C(=O)OCC1C2c1ccccc1 (stereo not drawn)	-1	-4	5	1	-4	·	16	3	4	-7
COc1ccccc1CN1CCCCC1c1cccnc1 (stereo not drawn)	-1	2	4	-7	3	9	4	0	7	-2
CN(C)C(=O)Oc1ccc(OC(=O)N(C)C)cc1	2	0	-5	2	1	2	9	-2	-1	-2
COCCn1c(O)c(/C=N/NC(=O)CSC(=S)N2CCCC2)c(=O)[nH]c1=S	5	4	-1	-3	-6	2	-19	11	4	-5
Cn1c(O)c(/C=N/NC(=O)c2ccncc2)c(=O)n(C)c1=S	2	-3	-3	-3	1	·	-34	13	3	1
O=C1Nc2ccc(Br)cc2C(c2ccc(Cl)cc2)=NC1O (stereo not drawn)	-3	0	-1	-8	4	-4	-4	4	4	-4
O=C(NCCN1CCOCC1)c1ccc(Cl)nc1Cl	2	-1	2	3	-5	8	1	0	5	8
CCOP(=O)(OCC)C(O)c1cccc([N+](=O)[O-])c1 (stereo not drawn)	2	-6	2	-9	1	-3	0	-4	1	3
O[C@@H]1CCCC[C@H]1N1CCC(c2ccccc2)CC1	-3	-2	3	1	5	1	1	-2	2	-2
CCN1C(=O)CC(c2cccnc2)=Nc2ccccc21	-9	1	7	0	1	10	-3	-3	0	1
CN(C)CCN=Cc1c(O)n(C2CCCCCC2)c(=O)[nH]c1=O	1	0	4	9	3	7	0	-10	2	0
O=c1cccc2n1CC1CC2CN(c2ncnc3c2cnn3-c2ccccc2)C1 (stereo not drawn)	-1	-4	-4	-4	0	-1	3	-6	0	3
COc1ccc(OC)c(CNCCc2ccc(OC)c(OC)c2)c1	0	-1	-4	9	1	-1	1	0	7	4
CN1CCN2c3ccc(N)cc3CC3(C(=O)NC(=O)NC3=O)C2C1 (stereo not drawn)	6	0	2	10	-4	·	0	-9	8	-5
COC1=C(C)C(=O)O[C@]12C(=O)C(C)=C1CCCCN3[C@H]([C@@H]4C[C@H](C)C(=O)O4)CC[C@]132	1	2	8	8	-6	-1	6	1	3	3
CC(C)Cc1nc(N2CCNCC2)c(C#N)c2c1CCC2	5	-4	-5	-6	-3	·	-3	2	1	4
CCC(=NCCCn1ccnc1)c1c(O)n(-c2ccccc2)c(=O)[nH]c1=O	0	-3	1	15	0	12	2	-1	-3	8
O=C1NC(=O)C(=CCc2ccccc2)C(=O)N1	1	-3	2	5	-8	-2	4	3	-4	6
Cc1cccc(OCC(=O)N2CCN(Cc3ccc4c(c3)OCO4)CC2)c1	1	-2	4	11	-3	-4	3	-5	13	3
CCOC(=O)C1(c2ccccc2)CCN(CCc2ccc(NC(=O)CCC(=O)O)cc2)CC1	-2	-1	0	-1	1	4	2	4	4	8
CC(=O)/C=C/c1ccccc1	3	-3	5	4	-3	-2	2	-1	1	2
CN(C)C(=O)Oc1ccc(OCc2n(C)c3ccccc3[n+]2C)cc1	3	-1	4	-4	-4	1	5	-1	-3	0
CC(=NCCCO)c1c(O)[nH]c(=O)[nH]c1=O	-2	0	1	13	-1	·	-2	-1	2	-4
C=CC1CN2CCC1CC2c1[nH]c2ccccc2c1CCO (stereo not drawn)	0	-4	4	-5	0	1	0	2	5	6
C[C@H](N)CN1CCc2ccc(Br)cc21	0	2	-10	-4	1	8	4	2	3	-5
O=c1[nH]c(=O)n(CCC2=CCCCC2)c(O)c1/C=N/N1CCOCC1	2	-2	-1	0	-4	1	-4	-3	-19	-4
C=C1C(=O)O[C@@H]2C[C@@H](C)[C@@H]3C4OC4C(=O)[C@@]3(C)[C@@H](O)[C@H]12 (stereo partly drawn)	2	2	6	-1	7	0	-2	-2	-1	7
CCOC(=O)[C@]12Cc3cc(C)ccc3[C@H]1N(C(C)C)C(=O)c1ccccc12	2	-2	-4	-3	2	·	-4	0	2	-2
O=C(COC(=O)Cc1ccccc1)Nc1cccnc1Cl	-4	3	5	9	2	1	-1	-3	6	-7
O=C1NCN(c2ccccc2)C12CCN(C(CCc1ccccc1)c1nnnn1C1CCCCC1)CC2 (stereo not drawn)	-3	3	-1	-4	1	·	-4	7	-2	7
Cc1ccc(C2C(S(C)(=O)=O)=C(O)C(=O)N2c2ccccc2)cc1 (stereo not drawn) (tested in a mixture with another compound)	0	0	6	-1	-2	-5	1	8	0	-3
COc1cc2c(cc1O)C[C@H]1NCCc3cc4c(c-2c31)OCO4	1	0	-11	-10	23*	19	3	21	14	8
O=C(Cc1ccccc1F)N1CCN(CC(=O)N2CCCC2)CC1	2	-2	3	0	7	1	2	-1	-4	5
CC(C)C(=O)c1cn(Cc2ccccc2C#N)c2ccccc12	2	-1	-2	4	-1	-9	0	-1	-6	-11
CCOc1ccccc1NC(=O)N1CCC2(CC1)OCCO2	1	2	-4	-2	-2	1	-8	-4	4	5
CCN1CCN(CC(=O)c2c(C)n(Cc3ccccc3)c3ccc(OC)cc23)CC1	1	-2	-4	2	1	-9	-9	-3	1	4
CSc1ccccc1C(=O)C1CCCN(Cc2ccn[nH]2)C1 (stereo not drawn)	3	1	-1	1	9	-4	-5	1	-8	-7
O=C(CCn1c(=O)oc2ccccc21)N1CCC2(CC1)OCCO2	2	1	4	0	2	0	0	3	4	-7
O=C1NC(=O)C(=Cc2ccc(-c3ccc(F)cc3O)o2)C(=O)N1	2	4	22	-3	-8	-8	-4	2	4	-7
O=C1CCN(C(=O)C(Cl)Cl)N1	0	0	12	2	-2	5	3	-2	4	7
O=C(c1cn(Cc2ccccc2F)c2ncccc12)C(F)(F)F	2	-1	10	2	2	-24	0	-1	-10	1
COC(=O)C1=C(c2ccc(S(C)(=O)=O)cc2)C[C@@H]2CC[C@H]1N2C(=O)N1CCC(O)CC1	2	0	3	-3	-1	-4	-5	1	2	8
COc1cc(C)c(CN2CC=C(c3ccc(F)cc3)CC2)cc1C	6	-3	-1	-16	-5	-2	11	-7	-2	5
Cc1c(N=Cc2c(O)n(C)c(=O)[nH]c2=O)c(=O)n(-c2ccccc2)n1C	-2	3	0	-5	2	·	0	0	5	-4
O=C(O)COc1ccccc1	6	-4	-11	-5	-5	7	5	3	-8	0
CC(=O)C1(O)CCC2C3CCC4=C(Cl)C(=O)CCC4(C)C3CCC21C (stereo not drawn)	0	-3	5	-1	3	4	0	0	1	3

More results:
SMILES	LEDGF integ inh	PRMT1 inh	NPR2 activator	TDP2 inh	MBD2 DNA inh	HTRA1 inh	SIAE inh	rCAG binder	ABHD4 inh	TCR CD3 inh
CCN(CC)C(=O)c1ccc2c(c1)C1C=CCC1C(C(=O)O)N2 (stereo not drawn)	39*	49*	3	8	-2	59*	17	46*	54*	24*
Cc1cc(C=O)c(C)n1C1CC1	-1	-1	1	0	3	-2	2	4	-2	2
O=c1[nH]c(=O)n(C2CCCCCC2)c(O)c1C=NCCCN1CCOCC1	-1	-1	-2	9	-1	-1	4	-5	-2	9
CCN(CC)c1ccc(CNCCc2ccc(F)cc2)cc1	2	1	-4	-14	-2	1	0	7	6	4
O=P(Nc1cccc(F)c1)(Oc1ccccc1F)Oc1ccccc1F	2	-1	-7	3	-1	-41	-4	-5	-23	5
COc1ccc2oc3c(c2c1)NC(=O)CN=C3c1ccccc1	6	-2	-3	-3	0	-14	13	-3	6	5
Cc1cnc(NC(=O)CN2CCCCC2)s1	0	4	4	4	-3	1	1	-1	1	-3
C[C@]12CCC3C(CC[C@H]4C[C@H](O)CC[C@]34C)C1C[C@@H](CCCCl)[C@@H]2O (stereo partly drawn)	0	2	3	-1	-2	·	1	1	7	2

High-throughput results from PubChem.
